YAP1_CTGF_inhibition = YAP1 pathway inhibitors via CTGF transcript, primary screen, DLD1 colon cancer cells, RT-qPCR, single point (AID 743449). inhibition, % at 12.5 µM. DLD1 CTGF mRNA qPCR, 24 h; hits give high values. 0.9% of 9,900 active;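 active = mean normalized replicate activity at least 50 and at least half of replicates each reaching 50; inconclusive = only one of the two criteria met; inactive = neither criterion met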;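 also: 0% = neutral control wells and 100% = dasatinib control wells; higher means stronger suppression of CTGF expression like dasatinib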
Pax4_mRNA_alpha_TC1 = activators of Pax4 gene expression, primary screen, RT-PCR, mouse alpha TC1 cells, single point (AID 1053180) | activation, % at 10 µM | mouse alpha TC1 cells, Pax4 mRNA qPCR, 6 days; hits give high values; 100% = Pax4 plasmid added at qPCR | 0.2% of 9,600 active;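 active = highest normalized replicate activity of 15 or more, or at least half the replicates reach 15 or more; inactive = neither condition met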;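 also: pax4 Ct normalized to GAPDH with activation seen as lower delta delta Ct; plate controls were plate neutral control wells for no effect and Pax4 plasmid positive control for full effect; each compound tested in two replicate wells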
Numbers without * were called inactive; u = inconclusive; x = not tested or not shown. The list is partial. The share of hits here may be higher or lower than overall.

SMILES YAP1_CTGF_inhibition Pax4_mRNA_alpha_TC1
CCCNC(=O)N1[C@H](CNC(=O)c2cccc(F)c2)[C@H](c2ccccc2)[C@@H]1CO 12 0.0
O=C(NCC[C@@H]1CC[C@@H](NC(=O)c2ccncc2)[C@@H](CO)O1)Nc1ccc(Cl)cc1 7 0.0
CO[C@@H]1CN(C)C(=O)c2cc(NC(C)=O)ccc2OC[C@H](C)N(Cc2ccncc2)C[C@H]1C -27 0.0
COc1ccc(NC(=O)N(C)C[C@@H]2Oc3ccc(NC(=O)Nc4cccc5ccccc45)cc3CC(=O)N([C@@H](C)CO)C[C@@H]2C)cc1 36 0.0
CN1C(=O)c2cc(NC(=O)Cc3cccs3)ccc2OC[C@H]2O[C@H](CC(=O)N[C@@H]3CCN(Cc4ccccc4)C3)CC[C@@H]21 9 0.0
OC[C@@H]1[C@H]2c3ccccc3NC[C@H]2N1Cc1ccccc1Cl 2 0.0
CO[C@H]1CC[C@H]2CCN(C)C(=O)CCCN(C)C(=O)c3cc(C#N)ccc3OC[C@H]1O2 -30 0.0
Cc1ccccc1-c1ccc2c(c1)O[C@H](CN(C)C(=O)Nc1ccc(C(F)(F)F)cc1)[C@@H](C)CN([C@H](C)CO)S2(=O)=O 23 0.3
COc1ccc(-c2ccccc2[C@@H]2[C@@H](C#N)N(C(=O)C3CCC3)[C@H]2CO)cc1 -4 0.0
O=C(C[C@@H]1CC[C@H]2[C@@H](COC[C@@H](O)CN2C(=O)c2cccnc2)O1)NCC1CC1 7 0.0
COc1ccc(S(=O)(=O)Nc2cccc3c2O[C@@H](CN(C)CC2CCCCC2)[C@H](C)CN([C@@H](C)CO)C3=O)cc1 8 0.0
O=C(C1CCOCC1)N1CC(=O)N2[C@@H](CO)[C@H](c3ccc(-c4cccnc4)cc3)[C@@H]2C1 -44 0.0
C[C@@H]1CCCCO[C@H](CN(C)C(=O)Nc2ccccc2)[C@H](C)CN([C@H](C)CO)C(=O)c2cc(NC(=O)Nc3ccccc3)ccc2O1 -17 0.0
COCC(=O)N1CC(=O)N2[C@H](C1)[C@@H](c1ccc(-c3ccccc3F)cc1)[C@@H]2CO 8 0.0
O=C1NCCOCn2nncc2CC[C@H]1Cc1cccc(Cl)c1 15 0.0
C[C@@H]1CN([C@H](C)CO)C(=O)c2cc(NC(=O)C3CCCCC3)ccc2O[C@@H](C)CCCCO[C@@H]1CN(C)C(=O)CCC(F)(F)F -3 0.0
C[C@H](CO)N1C[C@H](C)[C@@H](CN(C)C(=O)NC2CCCC2)OCc2cnnn2CCCC1=O 4 0.0
O=C(Nc1ccc(F)cc1)N1CC(=O)N2[C@@H](CO)[C@H](c3ccc(C#Cc4cccnc4)cc3)[C@@H]2C1 17 0.0
CNC[C@H]1OCCCC[C@@H](C)Oc2ccc(N)cc2C(=O)N([C@H](C)CO)C[C@H]1C 17 0.0
CO[C@H]1CN(C)C(=O)c2cc(NC(=O)C3CCCCC3)ccc2OC[C@@H](C)N(Cc2cccnc2)C[C@@H]1C -5 0.0
C[C@@H]1CN([C@@H](C)CO)C(=O)CCCn2nncc2CO[C@@H]1CN(C)C(=O)c1ccc(N2CCN(C)CC2)cc1 -22 0.0
COc1ccc(S(=O)(=O)N(C)C[C@H]2OCCCC[C@H](C)Oc3ccc(NC(=O)Cc4ccccc4)cc3C(=O)N([C@@H](C)CO)C[C@H]2C)cc1 -28 0.0
C[C@H]1CN([C@@H](C)CO)C(=O)c2ccccc2-c2ccccc2CO[C@H]1CN(C)C(=O)[C@@H]1CCCN1C 0 0.0
CCCC(=O)N1CC2(C1)CN(Cc1ccccc1F)[C@@H](CO)c1c2c2ccc(OC)cc2n1C u 0.0
CO[C@@H](CN(C)C(=O)C1CCOCC1)[C@@H](C)CN(C(=O)Nc1ccc(C(F)(F)F)cc1)[C@H](C)CO -17 0.0

The list continues:
SMILES YAP1_CTGF_inhibition Pax4_mRNA_alpha_TC1
COc1ccc(S(=O)(=O)N(C)C[C@H]2Oc3c(NC(=O)c4nc5ccccc5s4)cccc3C(=O)N([C@@H](C)CO)C[C@@H]2C)cc1 -27 0.0
COc1ccc(CN2[C@@H]3CNc4ccccc4[C@@H]3[C@@H]2CO)cc1 -28 0.0
COc1cc(CN2CC3(CN(C(=O)CN4CCOCC4)C3)c3c(n(C)c4cc(OC)ccc34)[C@@H]2CO)cc(OC)c1 10 0.0
CC(=O)N1[C@H](CO)[C@@H](c2ccccc2)[C@H]1CN(C)S(=O)(=O)c1ccccc1 6 0.0
CO[C@H](CN(C)S(=O)(=O)c1ccc(C)cc1)[C@H](C)CN(C(=O)Nc1ccccc1F)[C@H](C)CO 17 0.0
C[C@H]1CCCCO[C@H](CN(C)C(=O)Nc2cccc3ccccc23)[C@@H](C)CN([C@@H](C)CO)C(=O)c2cc(NC(=O)CCC(F)(F)F)ccc2O1 33 0.0
OC[C@H]1[C@@H](c2ccc(Br)cc2)[C@@H]2CNCCCCN12 -1 0.0
O=S(=O)(c1ccccc1)N1CC2(C1)[C@@H](c1ccccc1)[C@@H](CO)N2CC1CCOCC1 -5 x
CO[C@H]1CN(C)C(=O)c2ccc(NS(=O)(=O)c3c(C)noc3C)cc2OC[C@@H](C)NC[C@@H]1C -12 0.0
O=C(C[C@H]1C[C@H]2c3cc(NC(=O)C4CCOCC4)ccc3O[C@H]2[C@@H](CO)O1)NCc1cccnc1 16 0.0
O=C(c1cccc(F)c1)N1CC(=O)N2[C@@H](CO)[C@H](c3ccc(/C=C/c4ccccc4)cc3)[C@@H]2C1 12 0.0
O=C(C[C@H]1CC[C@@H]2[C@H](COC[C@@H](O)CN2C(=O)Nc2ccccc2)O1)NCc1ccccc1F -13 0.0
COc1ccc2c3c(n(C)c2c1)[C@@H](CO)N(C(=O)CC1CC1)CC31CN(C(=O)NC(C)C)C1 0 0.0
CC(=O)N1[C@@H]2c3ccc(-c4cccnc4)c(=O)n3C[C@H]1[C@H](CO)[C@H]2C(=O)NC1Cc2ccccc2C1 17 0.0
Cc1ccc(OC(=O)N(C)C[C@@H]2OCc3ccccc3-c3ccccc3C(=O)N([C@H](C)CO)C[C@@H]2C)cc1 15 0.0
COc1cccc(S(=O)(=O)N2CCCCN3[C@@H](CO)[C@H](c4ccc(C#CCC(C)C)cc4)[C@@H]3C2)c1 -28 0.1
O=C(C[C@@H]1C[C@@H]2c3cc(NC(=O)NC4CCCC4)ccc3O[C@@H]2[C@@H](CO)O1)NCc1ccccc1F -13 0.0
C/C=C/c1ccc([C@H]2[C@@H](CO)N3C(=O)CN(C(=O)NC4CCCCC4)C[C@@H]23)cc1 19 0.0
C[C@@H](NC(=O)C[C@H]1CC[C@@H]2[C@@H](COc3ccc(NS(=O)(=O)c4ccc(Cl)cc4)cc3C(=O)N2C)O1)c1ccccc1 -6 0.0
C[C@@H]1CN([C@@H](C)CO)C(=O)CCCn2nncc2CO[C@H]1CN(C)S(=O)(=O)c1cn(C)cn1 -49 0.0
CCCN1C[C@@H](C)[C@@H](OC)CN(C)C(=O)c2cc(NC(=O)Nc3cccc(F)c3)ccc2OC[C@@H]1C 0 0.0
O=C1N[C@H](c2ccccc2)COCc2cnnn2CC[C@@H]1Cc1ccc(C(F)(F)F)cc1 -11 0.0
COc1ccc(S(=O)(=O)Nc2ccc3c(c2)CC(=O)N([C@@H](C)CO)C[C@@H](C)[C@@H](CN(C)Cc2ccc(C(=O)Nc4ccccc4N)cc2)O3)cc1 -136 0.1
CCc1csc(N2[C@H](C#N)[C@H](c3ccccc3-c3ccc(F)cc3)[C@H]2CO)n1 -17 0.1
O=C(NCC[C@H]1CC[C@@H](NC(=O)C2CCOCC2)[C@@H](CO)O1)c1cc(Cl)cc(Cl)c1 -7 0.0
CN1C(=O)c2cc(NC(=O)Cc3cccs3)ccc2OC[C@@H]2O[C@@H](CC(=O)NCCc3ccncc3)CC[C@H]21 60* 0.0
CC(C)NC(=O)N[C@@H]1CC[C@@H](CC(=O)NCCCN(C)C)O[C@H]1CO 1 0.0

Quoted from the results shown (16 entries):
SMILES YAP1_CTGF_inhibition Pax4_mRNA_alpha_TC1
O=C(C[C@H]1CC[C@@H]2[C@H](COC[C@@H](O)CN2C(=O)Nc2ccccc2)O1)NCc1ccccc1F -13 0.0
COc1ccc2c3c(n(C)c2c1)[C@@H](CO)N(C(=O)CC1CC1)CC31CN(C(=O)NC(C)C)C1 0 0.0
CC(=O)N1[C@@H]2c3ccc(-c4cccnc4)c(=O)n3C[C@H]1[C@H](CO)[C@H]2C(=O)NC1Cc2ccccc2C1 17 0.0
Cc1ccc(OC(=O)N(C)C[C@@H]2OCc3ccccc3-c3ccccc3C(=O)N([C@H](C)CO)C[C@@H]2C)cc1 15 0.0
COc1cccc(S(=O)(=O)N2CCCCN3[C@@H](CO)[C@H](c4ccc(C#CCC(C)C)cc4)[C@@H]3C2)c1 -28 0.1
O=C(C[C@@H]1C[C@@H]2c3cc(NC(=O)NC4CCCC4)ccc3O[C@@H]2[C@@H](CO)O1)NCc1ccccc1F -13 0.0
C/C=C/c1ccc([C@H]2[C@@H](CO)N3C(=O)CN(C(=O)NC4CCCCC4)C[C@@H]23)cc1 19 0.0
C[C@@H](NC(=O)C[C@H]1CC[C@@H]2[C@@H](COc3ccc(NS(=O)(=O)c4ccc(Cl)cc4)cc3C(=O)N2C)O1)c1ccccc1 -6 0.0
C[C@@H]1CN([C@@H](C)CO)C(=O)CCCn2nncc2CO[C@H]1CN(C)S(=O)(=O)c1cn(C)cn1 -49 0.0
CCCN1C[C@@H](C)[C@@H](OC)CN(C)C(=O)c2cc(NC(=O)Nc3cccc(F)c3)ccc2OC[C@@H]1C 0 0.0
O=C1N[C@H](c2ccccc2)COCc2cnnn2CC[C@@H]1Cc1ccc(C(F)(F)F)cc1 -11 0.0
COc1ccc(S(=O)(=O)Nc2ccc3c(c2)CC(=O)N([C@@H](C)CO)C[C@@H](C)[C@@H](CN(C)Cc2ccc(C(=O)Nc4ccccc4N)cc2)O3)cc1 -136 0.1
CCc1csc(N2[C@H](C#N)[C@H](c3ccccc3-c3ccc(F)cc3)[C@H]2CO)n1 -17 0.1
O=C(NCC[C@H]1CC[C@@H](NC(=O)C2CCOCC2)[C@@H](CO)O1)c1cc(Cl)cc(Cl)c1 -7 0.0
CN1C(=O)c2cc(NC(=O)Cc3cccs3)ccc2OC[C@@H]2O[C@@H](CC(=O)NCCc3ccncc3)CC[C@H]21 60* 0.0
CC(C)NC(=O)N[C@@H]1CC[C@@H](CC(=O)NCCCN(C)C)O[C@H]1CO 1 0.0

Screens: PubChem, Broad Institute
